# Source: PubChem
# TGFb SMAD3 inh: inhibitors of TGF-b signaling; HepG2 CAGA-GFP TGF-b/SMAD3 reporter, GFP fluorescence, 18 h; TGF-beta stimulated, 500 pg/mL final; Potency, µM (series often up to 46.1 µM), inactives show top-dose activity, negative = inhibition, hits mostly inhibitors; 410,000 tested, 1.2% active; also: potency is read from the fitted curve at half-maximal effect; % is scaled to controls: 0 for no effect and ±100 for the full control effect; nearly all actives have a fitted effect of over 65% in size
#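 HEPG2 CAGA-GFP, 1000 cells/well; 2 h settle, 37 C; cpd via pin tool; TGF-b 500 pg/mL final; 18 h, 37 C; GFP imaging ex488/em500-530; %Activity normalised to -TGF-b and +DMSO controls; CRC fit, curve class.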
# pAkt inh: blocks phosphorylation of Akt; activity change, % for hits at 50 µM; AID 651550; Neuro2A IGF-stimulated pAkt S473 HTRF, 20 min; stronger effect = lower value; 360,000 tested, 0.32% active; in the data active = activity change below about -80%; inconclusive = mostly about -51% to -80%; also: % is scaled to controls: 0 for no effect and ±100 for the full control effect
#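 Neuro2A cells (4,500/well, DMEM with 0.5% FBS) were treated with compound at a single 50 µM final concentration, stimulated with 6 nM IGF for 20 min at 37 °C, and lysed. Phospho-Akt Ser473 was read by HTRF as 665/615 ratio ×10^4.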
# Mm-Cpn inhibitor: M. maripaludis TRiC chaperonin inhibition; 330,000 tested, 0.031% active; Potency, µM (series often up to 76.9 µM), inactives show top-dose activity, negative = inhibition, actives largely listed as inhibitors; purified Mm-Cpn ATPase, ADP Transcreener TR-FRET; also: potency is read from the fitted curve at half-maximal effect; % is scaled to controls: 0 for no effect and ±100 for the full control effect; nearly all actives have a fitted effect of over 80% in size
#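 ATPase read-out: TR-FRET ADP immunoassay (anti-ADP Eu cryptate vs ADP-d2), ex 320 nm, em 590/665 nm; signal drops as ADP forms. Enzyme 25 nM, ATP 10 uM, 30 min at 37°C after 10 min compound preincubation.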
# Nrf2 block: Nrf2 pathway inhibition; A549 ARE-Fluc reporter, luciferase luminescence, 18-24 h; 360,000 tested, 2.1% active; Potency, µM (doses to about 46 µM), for the others: at the top dose activity change, negative = inhibition, most hits filed as inhibitors; AID 504444; also: potency is read from the fitted curve at half-maximal effect; % is scaled to controls: 0 for no effect and ±100 for the full control effect; nearly all actives have a fitted effect of over 60% in size
#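 A549 ARE_Fluc cells (5000/well, 5% FBS OPTI-MEM) pre-incubated 2 h, then treated with compounds 18-24 h at 37C/5% CO2 in concentration-response. CellTiter-Fluor viability read first; BugLite luciferase luminescence after 15 min at room temperature gives Nrf2 activity.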
# Nrf2 ARE act: Nrf2 pathway activation. AREc32 ARE-luciferase reporter (MCF7-derived line), luminescence, 24 h. Potency, µM (top dose mostly 46.1 µM), without a hit: top-dose activation, most hits filed as activators. 410,000 tested, 0.31% active. AID 624171; also: potency is read from the fitted curve at half-maximal effect; % of control where 0% means no effect; nearly all actives have a fitted effect of over 65% in size
#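 ARE-driven firefly luciferase activity in AREc32 cells measured after a 24 hr compound exposure at 37 deg C, using Steady-Glo reagent and a 30 min room-temperature hold.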
# A549 tox: kills or reduces viability of A549 cells in Nrf2 counter-screen; 390,000 tested, 0.16% active; Potency, µM (doses to about 46 µM), for inactives: at the top dose activity change, negative = cytotoxicity, actives largely listed as inhibitors; A549 ARE-Fluc cells, CellTiter-Fluor viability, 18-24 h; also: potency is read from the fitted curve at half-maximal effect; % is scaled to controls: 0 for no effect and ±100 for the full control effect
#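 A549 ARE_Fluc cells in 5% FBS OPTI-MEM were exposed to compounds in concentration-response for 18-24 h at 37 deg C. Viability was read by CellTiter-Fluor fluorescence (Ex 405/Em 525) after 30 min, before the luciferase read.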
# HepG2 viability: counter-screen for TGF-b inhibitors: cytotoxicity in HepG2 cells; Potency, µM (series often up to 46.1 µM), for inactives: top-dose activity change, negative = cytotoxicity, most hits filed as cytotoxic; AID 588856; 410,000 tested, 0.76% active; HepG2 CAGA-GFP viability, ATP luminescence, 18 h; also: potency is read from the fitted curve at half-maximal effect; some results filed as inactive show a strong effect at the top dose
#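 CellTiter-Glo luminescence gave cytotoxicity after 18 hours at 37 degrees C. The cells were HepG2 CAGA-GFP in 1% FBS DMEM, stimulated with 500 pg/mL TGF-beta after compound addition. %Activity was normalised to no-cell wells (complete cell-killing) and DMSO (no toxicity), and curves were fitted and classified.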
# S2 tox: reduces viability in counter-screen for ATXN expression inhibitors; 400,000 tested, 0.49% active; S2 cells (HEK-293 line with an ATXN2-luciferase reporter) viability, CellTiter-Fluor protease fluorescence, 24 h; Potency, µM (top dose mostly 56.7 µM), usual class: cytotoxic; also: potency is read from the fitted curve at half-maximal effect; nearly all actives have a fitted effect of over 40% in size
# CCT chaperon mod: modulators of cytosolic chaperonin (CCT/TRiC) activity; purified chaperonin ATPase assay, HTRF ADP detection, 30 min; 360,000 tested, 0.3% active; activity change, % (test concentration not listed), hits read low; in the data active = activity change below about -30%; also: % is scaled to controls: 0 for no effect and ±100 for the full control effect
#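 TRiC at 40 or 20 nM final (batch-dependent) in 30 mM Tris pH 7.4, 100 mM KCl, 5 mM MgCl2, 1 mM DTT, with compound at single 76 uM and 10 uM ATP, 30 min at 37 deg C. ADP detected by HTRF Transcreener, 665/615 ratio.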
# * hit, by the source's call; i = inactive; u = inconclusive; x = no result given; & = joins results of further samples; [ ] = dose if it differs, or a comment. Unless noted, calls follow the shape of the dose curve; as a rule, active = well fitted curve in the direction sought with a large enough effect; inconclusive = small, poorly fitted or top-dose-only effect, or another doubt; inactive = no such curve, though single readings can be large; an effect the other way counts as inactive or inconclusive.
SMILES,TGFb SMAD3 inh,pAkt inh,Mm-Cpn inhibitor,Nrf2 block,Nrf2 ARE act,A549 tox,HepG2 viability,S2 tox,CCT chaperon mod
CCSc1nsc(NC(=O)Nc2ccccc2F)n1,u,i,-2%,u,2.3%,-26%,-39%,u,-7.5
COc1cc(/C=N/NC(=O)CCNC(=O)c2ccccc2Cl)ccc1O,19%,i,1%,-20%,0.9%,-3%,-4%,u,2.4
C/C(CC(=O)Nc1cccc(Cl)c1C)=N\NC(=O)C(=O)NCC(C)C,-23%,i,1%,14%,3.9%,1%,11%,i,-0.8
CC(NC(=O)NC12CC3CC(CC(C3)C1)C2)C1CCCO1 (stereo unspecified),-6%,i,1%,8%,0.4%,1%,1%,i,0.4
CS(=O)(=O)c1cc(C(=O)O)cc(NCc2ccccc2)c1Oc1ccccc1,10%,i,x,x,0.5%,x,24%,i,0.4
COc1ccc(-c2cc3nc(C)cc(N4CC(C)CC(C)C4)n3n2)cc1 (stereo unspecified),1%,i,1%,x,0.3%,9%,1%,i,-4.0
CSc1nnc(C)c(=O)n1COC(=O)COc1ccc2ccccc2c1,-11%,i,0%,-2%,4.0%,-2%,10%,i,-0.7
CC(C)NC(=O)N(C)C[C@H]1OCCCC[C@H](C)Oc2ccc(NC(=O)NC3CCCCC3)cc2C(=O)N([C@H](C)CO)C[C@@H]1C,2%,i,x,x,0.6%,x,-6%,u,1.3
CN(CC(=O)Nc1ccc(C#N)cc1)Cc1ccc(Cl)cc1Cl,u,i,3%,-17%,-0.1%,-3%,-24%,i,2.3
O=C(Nc1ccccc1F)C(c1ccccc1)N1Cc2ccccc2C1=O (stereo unspecified),-8%,x,x,16%,0.8%,-4%,3%,x,x
C=Cc1cccc(NC(=O)COc2ccccc2)c1,-20%,i,0%,27%,-0.2%,-3%,6%,i,-1.4
CNC[C@@H]1OCc2ccccc2-c2ccccc2C(=O)N([C@@H](C)CO)C[C@@H]1C,0%,i,x,x,-0.1%,x,-3%,i,2.0
COc1ccc(N(Cc2ccc(N(C)C)cc2)C(=O)c2ccc(S(C)(=O)=O)cc2)cc1,5%,i,0%,-20%,0.1%,12%,-10%,i,0.5
COc1ccc(NC(=O)c2cc(C(=O)Nc3ccc(OC)cc3OC)cc([N+](=O)[O-])c2)c(OC)c1,-13%,i,2%,-7%,0.2%,5%,0%,i,0.7
Nc1nc(SCC(=O)Nc2ccc(OC(F)(F)F)cc2)[nH]c(=O)c1NC(=O)c1ccc(Br)o1,9%,i,1%,3%,-0.2%,11%,8%,i,-0.4
Cc1ccc2cccc(S(=O)(=O)N3CCN(c4ccccc4F)CC3)c2n1,11%,i,-17%,x,-0.3%,15%,-9%,i,1.1
CCOCCc1nn2c(=O)cc(COC(=O)c3cccs3)nc2s1,-24%,x,x,u,5.8%,8%,-10%,i,x
CC(c1ccco1)N(Cc1ccco1)C(=O)Nc1ccccc1 (stereo unspecified),-11%,x,3%,8%,-0.7%,-1%,-7%,i,2.0
CCOc1cc(CNCc2ccccn2)ccc1OCC(=O)NC(C)(C)C,-3%,i,0%,u,2.3%,-10%,2%,i,-0.1
CCc1ccccc1NC(=O)C1CCCN(c2nn3c(=O)cc(C)nc3s2)C1 (stereo unspecified),1%,i,-5%,-10%,-0.2%,-15%,-14%,u,-0.6
CCCC(C)NC(=O)c1sc2nc3n(c(=O)c2c1C)CCC3 (stereo unspecified),12%,i,1%,13%,2.7%,-1%,15%,i,0.0
CNc1oc(/C=C/c2cc(OC)c(OC)c(OC)c2)nc1C#N,0%,x,x,u,21%,-1%,-15%,x,x
COc1ccc(NC(=O)CN2C(=O)CSC(C)C2=O)c(OC)c1 (stereo unspecified),-29%,i,-1%,0%,-0.5%,0%,3%,i,1.2
O=C(CCCn1cnc([N+](=O)[O-])n1)Nc1cc(Cl)ccc1O,1%,i,-1%,-2%,4.7%,-6%,-6%,i,1.2
C=CCNC(=S)NNC(=O)c1ccc([N+](=O)[O-])cc1,-25%,i,2%,10%,-0.1%,6%,-26%,i,-0.5

# Some values from above.
# COc1ccc(N(Cc2ccc(N(C)C)cc2)C(=O)c2ccc(S(C)(=O)=O)cc2)cc1 in HepG2 viability has -10%
# CCCC(C)NC(=O)c1sc2nc3n(c(=O)c2c1C)CCC3 (stereo unspecified) in Mm-Cpn inhibitor has 1%

# Further results follow.
SMILES,TGFb SMAD3 inh,pAkt inh,Mm-Cpn inhibitor,Nrf2 block,Nrf2 ARE act,A549 tox,HepG2 viability,S2 tox,CCT chaperon mod
COc1cc(NS(=O)(=O)c2ccccc2)ccc1-n1nc(C)cc1C,14%,i,0%,-21%,-0.6%,-2%,7%,i,0.7
COc1nc(C#N)nc(N2CCCC2)n1,-5%,x,x,u,x,-4%,-3%,x,x
CCC(=O)N1c2ccc(S(=O)(=O)NCc3ccco3)cc2CC1C (stereo unspecified),9%,x,1%,0%,12%,0%,-13%,i,0.8
Cc1ccc2cc(C(c3nnnn3Cc3ccccc3)N3CCN(c4ccccc4)CC3)c(=O)[nH]c2c1 (stereo unspecified),u,i,-13%,u,-1.0%,-7%,10%,u,0.8
CCOc1ccccc1NC(=O)CSc1nnc(N)s1,1%,x,x,u,2.6%,3%,2%,i,x
O=C1C(CO)C(CO)C(CO)C1CO (stereo unspecified),-3%,i,x,6%,-0.1%,8%,1%,i,-1.3
Cc1ccc2cc(CN(Cc3ccco3)Cc3nnnn3Cc3ccco3)c(=O)[nH]c2c1,7%,x,x,-24%,x,-2%,-5%,x,x
Cc1ccc2cc3cc(C(=O)N4CCN(c5ccccc5)CC4)oc3nc2c1,0%,x,x,x,2.2%,u,2%,x,x
CCCNC(=O)N1CCC(C(=O)c2ccc(Cl)cc2)CC1,-13%,i,1%,u,0.2%,0%,-34%,i,0.2
CC1Cc2ccccc2N1Cc1ccc([N+](=O)[O-])cc1 (stereo unspecified),-1%,i,1%,-2%,-0.5%,4%,3%,i,0.0
N#Cc1cccc(NC(=O)Cn2c3[n+](c4ccc(C(F)(F)F)cc42)CCCCC3)c1,-5%,i,-3%,15%,-0.4%,0%,7%,i,0.3
O=C1NCCCC1C(=O)N/N=C/c1ccccc1 (stereo unspecified),4%,i,-3%,12%,0.4%,0%,-2%,i,-1.9
Cc1sc2nc(SCC(=O)N(C)C)[nH]c(=O)c2c1C,2%,i,-2%,x,0.0%,2%,-13%,i,-1.1
C[C@H]1CNC(=O)C(=O)N1C[C@H](Cc1ccc(O)cc1)NC(=O)CC12CC3CC(CC(C3)C1)C2,-5%,i,1%,-5%,-0.5%,0%,0%,i,1.1
CN1OC[C@@H]2CN(C(=O)c3ccco3)[C@H](c3ccc(-c4ccc(C#N)cc4)cc3)C[C@@H]21,-15%,i,x,x,3.2%,x,-43%,i,-2.7
COc1ccc(-c2cc3c(o2)CCCC3OCCN2CCOCC2)cc1 (stereo unspecified),x,i,x,x,7.5%,x,x,u,-0.1
Cc1cc(C)cc(C(=O)OCC(=O)NC(=O)NC2CCCC2)c1,u,i,2%,7%,-0.7%,12%,-12%,u,-0.2
Cc1ccc2cc3cc(C(=O)NCc4ccc5c(c4)OCO5)oc3nc2c1,-4%,i,-2%,-25%,0.0%,3%,-3%,i,-0.3
Cc1cc(C)cc(C(O)c2ncc(-c3ccccc3C)[nH]2)c1 (stereo unspecified),-2%,i,x,x,0.6%[9.22 µM],x,-24%,i,0.6
CC(=O)c1ccc(NC(=O)Cn2nc(N3CCN(c4ccccc4)CC3)ccc2=O)cc1,-4%,x,x,u,4.0%,-12%,1%,i,x
CN1C(=O)N(CC(=O)c2ccc3c(c2)OCO3)C(=O)C12CCCCC2,5%,i,x,x,-2.4%,x,-6%,i,0.3
O=C(CN1CCOCC1)Nc1ncc(Cc2cccc(Cl)c2)s1,-6%,i,1%,-27%,-0.2%,16%,-11%,u,-1.6
NC(=O)N/N=C1\c2ccccc2-c2c(C(N)=O)cccc21,0%,i,-1%,2%,1.4%,0%,-27%,i,-3.0
O=c1oc(=S)oc2c1[C@H](c1ccc(Cl)cc1)O[C@H](C1CC1)C2,x,i,x,x,0.0%,x,x,u,0.7
N[C@@H](CO)c1nnc([C@H](CC(=O)O)NC(=O)C2CCNCC2)o1,4%,i,x,11%,-0.7%,9%,3%,i,-2.4

# Continued:
SMILES,TGFb SMAD3 inh,pAkt inh,Mm-Cpn inhibitor,Nrf2 block,Nrf2 ARE act,A549 tox,HepG2 viability,S2 tox,CCT chaperon mod
O=C(NCCc1nccs1)C1CCC(=O)N(CCc2ccc(Cl)cc2)C1 (stereo unspecified),-3%,i,0%,8%,0.0%,-8%,6%,i,-2.4
Cn1c(=O)c2c(ncn2CC(O)CO)n(C)c1=O (stereo unspecified),9%,i,0%[15.4 µM],23%,0.5%,-5%,7%,i,-0.2
COc1ccc(NC(=O)COC(=O)CN2C(=O)C3CCCCC3C2=O)cc1OC (stereo unspecified),-4%,i,-2%,-8%,0.1%,6%,-1%,i,2.9
O=C(CCN1C(=O)CSC1=O)Nc1ccccc1,15%,i,2%,13%,0.1%,3%,4%,i,-3.7
CCOC(=O)c1c(S(=O)(=O)NCC(=O)NCc2ccc(C)cc2)c(C)n(C)c1C,4%&-1%,i,-3%,5%,-0.8%&0.2%,1%&1%,16%&-70%,i,1.7
CCOc1nnc(C)c2c(C)n(-c3cccc(OC)c3)nc12,1%,i,-1%,u,0.3%,2%,-29%,i,-1.7
CCOC(=O)c1c(NC(=O)COc2cc(C)ccc2C(C)C)sc(C)c1C,x,x,x,0%,0.4%,-6%,3%,x,x
Cn1nc(-c2ccccc2)cc1NC(=O)Nc1ccc(F)cc1,-7%,i,-2%,u,0.1%,1%,15%,i,-1.5
